From PubChem BioAssay
TRHR ag: qHTS for Small Molecule Agonists and Allosteric Enhancers of Human TRH Receptor: Primary Screen for Agonists; 0.18% of 360,000 active; Thyrotropin-releasing hormone receptor (Homo sapiens), P34981; activation, % at 2 µM; TRHR cells, calcium flux fluo-8, FDSS agonist mode; further: 0% is about no effect
Target sequence (P34981 whole entry, looked up): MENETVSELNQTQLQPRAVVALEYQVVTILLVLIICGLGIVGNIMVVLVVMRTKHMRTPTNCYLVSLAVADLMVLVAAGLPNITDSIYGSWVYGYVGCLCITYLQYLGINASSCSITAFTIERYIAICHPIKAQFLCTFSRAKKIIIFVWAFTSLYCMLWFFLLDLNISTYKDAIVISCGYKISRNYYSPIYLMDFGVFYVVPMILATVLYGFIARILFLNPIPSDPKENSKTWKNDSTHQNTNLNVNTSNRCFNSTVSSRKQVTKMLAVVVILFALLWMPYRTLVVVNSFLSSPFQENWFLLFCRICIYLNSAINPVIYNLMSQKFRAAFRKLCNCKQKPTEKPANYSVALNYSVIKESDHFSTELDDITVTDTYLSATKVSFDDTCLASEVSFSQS
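TRHR-expressing cells loaded with fluo-8 calcium dye; 23 nL library compound pin-transferred, kinetic FDSS fluorescence (Ex 480/Em 530) recorded about 180 s for agonist-induced calcium release, before a 10 nM TRH EC20 addition for potentiator mode.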
TRHR PAM: qHTS for Small Molecule Agonists and Allosteric Enhancers of Human TRH Receptor: Primary Screen for Enhancers | Thyrotropin-releasing hormone receptor (Homo sapiens), P34981 | enhancement, % at 2 µM | TRHR cells, fluo-8 calcium fluorescence, EC20 TRH enhancement | 0.66% of 360,000 active; in the data active means enhancement above about 30%; further: 0% is about no effect
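Enhancer read-out: after compound pinning and an initial kinetic agonist-mode read, an EC20 of TRH (10 nM final) was injected and fluo-8 calcium signal (Ex 480/Em 530) followed at 1 s/cycle for 100 cycles in TRHR-expressing cells.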
D2 potentiator: HTS Assay for Positive Allosteric Modulators of the Human D2 Dopamine Receptor: Primary Screen for Potentiators. D(2) dopamine receptor (Homo sapiens), P14416. HEK293 T-REx D2, calcium flux, EC20 dopamine potentiation. potentiation, % at 10 µM. 0.34% of 340,000 active;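 active means potentiation over 3 SD above the plate norm, cut at about 30% in these data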; further: 0% is about no effect
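Using a no-wash calcium dye in inducible, force-coupled HEK293 Trex cells expressing D2, we tracked fluorescence each second for 180 s after compound, then for 180 s after EC20 dopamine to detect augmented signalling.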
D1 agonist: Allosteric Agonists of the Human D1 Dopamine Receptor: qHTS. activation, % at 2 µM. 1% of 360,000 active. AID 504660, 2011. HEK293 T-REx D1 cells, calcium flux, agonist mode. D(1A) dopamine receptor (Homo sapiens), P21728; further: 0% is about no effect
Target sequence (P21728 whole entry, looked up): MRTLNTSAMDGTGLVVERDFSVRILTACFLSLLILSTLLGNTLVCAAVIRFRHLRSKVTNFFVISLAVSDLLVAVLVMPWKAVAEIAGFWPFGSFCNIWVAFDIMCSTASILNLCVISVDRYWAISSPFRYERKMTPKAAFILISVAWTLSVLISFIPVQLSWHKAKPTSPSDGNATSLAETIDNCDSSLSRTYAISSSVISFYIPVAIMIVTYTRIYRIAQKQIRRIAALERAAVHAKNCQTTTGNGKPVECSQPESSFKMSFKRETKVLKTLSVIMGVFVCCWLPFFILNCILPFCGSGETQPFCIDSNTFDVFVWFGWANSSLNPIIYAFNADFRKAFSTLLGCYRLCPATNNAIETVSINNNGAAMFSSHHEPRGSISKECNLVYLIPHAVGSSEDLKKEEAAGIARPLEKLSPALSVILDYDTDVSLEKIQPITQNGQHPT
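Inducible HEK293 T-REx D1 cells, force-coupled to calcium signalling, were plated at 4000 cells/well with tetracycline and held overnight at 30 C. After no-wash calcium dye loading, compound-evoked calcium rise over 180 s flagged agonists.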
D2 ag: HTS Assay for Allosteric Agonists of the Human D2 Dopamine Receptor: Primary Screen for Agonists; activation, % at 2 µM; HEK293 T-REx D2 cells, calcium flux agonist mode; D(2) dopamine receptor (Homo sapiens), P14416; 0.53% of 340,000 active; AID 485358, 2010;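 active means activation over 3 SD above normal in the single-dose calcium agonist read, cut at about 30% in these data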; further: 0% is about no effect
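Agonism is scored from calcium flux in a force-coupled, inducible HEK293 cell line expressing D2, read kinetically for 180 s after compound addition against dopamine controls.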
D1 antagonist: Antagonist of Human D 1 Dopamine Receptor: qHTS; D(1A) dopamine receptor (Homo sapiens), P21728; HEK293 TREx D1 cells, calcium flux, dopamine EC80; hits give low values; activity change, negative = inhibition, % at 10 µM; 3.2% of 360,000 active; in the data active means activity change below about -30%; further: on the % scale 0 is the no-effect control and ±100 the full control effect
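Compound effects on dopamine-evoked calcium signalling were measured in tetracycline-induced HEK293 Trex D1 cells. Dopamine at EC80 followed a 180 s compound pre-read, and fluorescence was tracked kinetically for 180 s more.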
RXFP1 antag: qHTS Assay for Antagonists of the Relaxin Receptor RXFP1 | Relaxin receptor 1 (Homo sapiens), Q9HBX9 | 0.59% of 350,000 active | activity change, negative = inhibition, % at 57.5 µM | HEK293-RXFP1, relaxin-stimulated cAMP HTRF, 30 min; hits give low values;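 active means activity change of -60% or lower, but not beyond a set lower limit; inconclusive means change between -60% and -40%, or beyond the set limit; inactive means change above -40%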; further: on the % scale 0 is the no-effect control and ±100 the full control effect
D1 potentiator: Potentiators of Human D1 Dopamine Receptor: qHTS; D(1A) dopamine receptor (Homo sapiens), P21728; 0.036% of 360,000 active; HEK293 TREx D1 cells, calcium flux, dopamine EC20 potentiation; potentiation, % at 10 µM; AID 504651, 2011; in the data active means potentiation above about 30%; further: 0% is about no effect
D2 antag: HTS Assay for Allosteric Antagonists of the Human D2 Dopamine Receptor: Primary Screen for Antagonists. D(2) dopamine receptor (Homo sapiens), P14416. HEK293 TREx D2 cells, calcium flux, dopamine EC80. inhibition, % at 10 µM. 2% of 340,000 active; in the data active means inhibition above about 30%; further: 0% is about no effect
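Antagonism is scored as inhibition of an EC80 dopamine-evoked calcium signal in a force-coupled, tetracycline-inducible HEK293 T-REx D2 line, with compound present 180 s before agonist.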
* = called active by the depositor; ? = inconclusive; · = not tested or not shown; & = joins results of further samples. Unless noted, no stated cut-off is given here; in the data, active means activation above about 30%; inactive means the rest.

1	Cn1cnc2c1c(=O)n(Cc1cccc(Cl)c1)c(=O)n2C
2	CN1CCN(c2ccccc2NC(=O)c2sc3ccccc3c2Cl)CC1
3	CN(c1ccc(C(=O)NCCC2=CCCCC2)cc1)S(C)(=O)=O
4	COc1cc(OC)c(N(C)C(=O)CSc2c3c(nc4ccc(Cl)cc24)CCCC3)cc1Cl
5	Cc1cccc(NC(=O)c2ccc(NCC3CCCO3)c([N+](=O)[O-])c2)n1 (stereo not drawn)
6	CCCCCCN1N=C(C)C(C(=O)c2ccc(Cl)cc2)C1=O (stereo not drawn)
7	COc1cc(OC)c2ccc(=O)oc2c1C(CC(=O)N1CCN(c2ccccc2)CC1)c1ccc2c(c1)OCO2 (stereo not drawn)
8	CCn1c(SCC(=O)Nc2cccc(F)c2)nnc1-c1cc2cc(Br)ccc2o1
screen / no.	1	2	3	4	5	6	7	8
TRHR ag	-0.2	0.9	0.4	-1.3	-0.5	1.7	-0.2	0.0
TRHR PAM	-2	-1	-3	7	-3	5	0	3
D2 potentiator	3	6	-10	8	-13	3	5	10
D1 agonist	6	1	1	8	2	7	0	2
D2 ag	0.5	-0.9	-0.1	-0.6	-1.1	3.3	0.3	-0.8
D1 antagonist	8	2	-2	8	6	-17	-1	-4
RXFP1 antag	-3	-2	-2	8	-10	4	·	-10
D1 potentiator	1	0	-8	9	1	0	-3	0
D2 antag	0	-27	-29	·	15	-6	-14	8

Sorted by SMILES length (falling): some entries from above
7	COc1cc(OC)c2ccc(=O)oc2c1C(CC(=O)N1CCN(c2ccccc2)CC1)c1ccc2c(c1)OCO2 (stereo not drawn)
4	COc1cc(OC)c(N(C)C(=O)CSc2c3c(nc4ccc(Cl)cc24)CCCC3)cc1Cl
5	Cc1cccc(NC(=O)c2ccc(NCC3CCCO3)c([N+](=O)[O-])c2)n1 (stereo not drawn)
2	CN1CCN(c2ccccc2NC(=O)c2sc3ccccc3c2Cl)CC1
6	CCCCCCN1N=C(C)C(C(=O)c2ccc(Cl)cc2)C1=O (stereo not drawn)
screen / no.	7	4	5	2	6
TRHR ag	-0.2	-1.3	-0.5	0.9	1.7
TRHR PAM	0	7	-3	-1	5
D2 potentiator	5	8	-13	6	3
D1 agonist	0	8	2	1	7
D2 ag	0.3	-0.6	-1.1	-0.9	3.3
D1 antagonist	-1	8	6	2	-17
RXFP1 antag	·	8	-10	-2	4
D1 potentiator	-3	9	1	0	0
D2 antag	-14	·	15	-27	-6

Following part.
9	COc1ccc(-c2nc(C#N)c(NCC3CCCO3)o2)cc1OC (stereo not drawn)
10	CC(OC(=O)/C=C/c1cccs1)C(=O)Nc1ccc(C(N)=O)cc1 (stereo not drawn)
11	CCOC(=O)c1sc(=S)n(-c2ccc(Cl)cc2)c1C
12	CCN(CC)S(=O)(=O)c1cc(NC(=O)Cn2ncc(Cl)c(Cl)c2=O)ccc1C
13	COC(=O)c1ccc(-c2cc(CC3(C(=O)OC)CCN(C(=O)OC(C)(C)C)CC3)on2)cc1
14	COc1ccccc1-c1nc2ccccc2nc1-c1ccccc1
15	O=C(COc1ccc(S(=O)(=O)NC2CCCCC2)cc1)NCc1ccccn1
16	Cc1cn2c(=O)c(S(=O)(=O)N3CCN(c4cc(Cl)ccc4C)CC3)c(C)nc2s1
screen / no.	9	10	11	12	13	14	15	16
TRHR ag	-0.2	0.0	-0.2	-1.2	0.3	-1.4	-0.5	0.1
TRHR PAM	0	-20	-3	1	1	0	0	23
D2 potentiator	-6	·	3	-1	0	9	-1	2
D1 agonist	0	3	0	0	5	4	5	2
D2 ag	0.4	·	-1.7	-0.8	0.5	-1.2	0.0	0.0
D1 antagonist	7	-7	-14	-7	-13	-8	-15	7
RXFP1 antag	-2	2	-4	?	·	-28	8	3
D1 potentiator	0	-2	15	-4	-8	-1	-4	2
D2 antag	-6	·	21	7	-10	-1	-19	·

17	O=C(Nc1nc2c(s1)CCc1ccccc1-2)c1cccs1
18	O=C1c2ccc(Oc3ccc4c(c3)C(=O)N(CCCO)C4=O)cc2C(=O)N1CCCO
19	COc1ccc(NC(=O)c2cccc(N3C(=O)C4C5C=CC(C5)C4C3=O)c2)c(OC)c1 (stereo not drawn)
20	COc1ccc(-c2cc(-c3ccccc3)nc3c2COc2ccc(Cl)cc2-3)cc1
21	COc1cc(C2CC(=O)Oc3c2c(=O)n(C)c2ccccc32)ccc1O (stereo not drawn)
22	CCN(CC)S(=O)(=O)c1cccc(NC(=O)/C=C/c2cccc([N+](=O)[O-])c2)c1
23	CN(C)S(=O)(=O)c1ccc(C(=O)NCC(C)(C)CN=C2NS(=O)(=O)c3ccccc32)cc1
24	COc1ccc(NC(=O)/C(C#N)=C/c2ccc3c(c2)n(C)c(=O)n3C)cc1
screen / no.	17	18	19	20	21	22	23	24
TRHR ag	-1.9	0.5	-0.3	0.8	1.0&0.8	0.1	-0.3	-0.2
TRHR PAM	17	2	1	2	5&0	3	-8	19
D2 potentiator	-13	-2	0	-7	-3&-2	-1	-6	·
D1 agonist	3	4	2	0	4&2	13	1	1
D2 ag	-0.4	-0.7	-0.5	-0.8	0.5&-0.9	0.2	-1.3	·
D1 antagonist	13	-10	-8	6	-6&-2	-14	1	-16
RXFP1 antag	-34	-3	7	·	3	-16	-7	-9
D1 potentiator	4	-1	-3	-3	-5&-5	-8	-7	10
D2 antag	10	-1	-9	·	0	8	2	·

25	Nn1c(Cc2cccc3ccccc23)nnc1SCC(=O)NC1CCS(=O)(=O)C1 (stereo not drawn)
26	N#Cc1c[nH]n2c(=O)c3c(nc12)CCCC3
27	CCn1nc(C(=O)OCC(=O)Nc2nc(-c3ccc(OC)cc3)cs2)c2ccccc2c1=O
28	O=C(/C=C/c1cccc([N+](=O)[O-])c1)N1CCN(c2ccccn2)CC1
29	O=C(CCc1ccccc1)NC1CCCc2ccccc21 (stereo not drawn)
30	Cc1ccc(CSCCNC(=O)c2ccccc2)cc1
31	Cc1cccc(NC(=S)/N=C(\N)Nc2nc(C)c3ccccc3n2)c1
32	CC(C)(C)NC(=O)C(c1ccncc1)N(C(=O)Cn1nnc(-c2ccc(F)cc2)n1)c1ccc(F)cc1 (stereo not drawn)
screen / no.	25	26	27	28	29	30	31	32
TRHR ag	0.0	0.1	-0.5	0.2	-1.1	-0.1	0.7	-0.6
TRHR PAM	-3	-2	-9	5	-3	-7	-6	1
D2 potentiator	-2	·	·	2	6	-3	2	9
D1 agonist	1	1	1	1	2	14	3	2
D2 ag	-0.3	·	·	0.4	0.2	-8.0	-0.4	-0.1
D1 antagonist	1	-22	15	5	-11	1	23	2
RXFP1 antag	-1	·	-12	-3	10	12	-17	2
D1 potentiator	-1	9	8	-1	6	-2	-3	0
D2 antag	-8	·	·	2	-1	-4	-11	3

33	O=C(c1ccc2c(c1)C(=O)N(Cc1ccco1)C2O)N1CCOCC1 (stereo not drawn)
34	CC(=O)NCC(c1ccc2c(c1)OCO2)N1CCN(c2ccccc2)CC1 (stereo not drawn)
35	O=C(NCc1ccccc1)c1cc(=O)c2ccccc2o1
36	O=C(Nc1ccc2c(c1)OCO2)c1cccc2c1C(=O)N(C1CCCCC1)C2
37	Cc1cccc(OCC(=O)Nc2ccccc2C(=O)N2CCOCC2)c1
38	COc1ccccc1Nc1nc2ccccc2n2cnnc12
39	Cc1cccc(C(=O)N2CCC(Cc3ccccc3)CC2)c1[N+](=O)[O-]
40	O=C(Cc1ccccc1)Nc1ccccc1N1CCN(c2ccccc2)CC1
screen / no.	33	34	35	36	37	38	39	40
TRHR ag	0.0	0.6	-0.3	-0.2	0.6	0.3	-0.3	0.0
TRHR PAM	2	-2	-7	2	-4	29	9	2
D2 potentiator	12	·	11	1	7	4	-5	-3
D1 agonist	2	3	4	4	3	1	1	2
D2 ag	0.0	29	-0.2	2.7	0.5	0.1	0.6	0.1
D1 antagonist	0	3	-14	8	22	12	-36*	3
RXFP1 antag	·	-5	-6	-6	14	6	-13	-25
D1 potentiator	-3	-4	-4	1	-1	0	-6	2
D2 antag	13	·	-9	19	10	-7	5	14

41	O=C(c1ccc(Cl)cc1)n1nc(-c2ccccc2)nc1NCc1ccco1
42	O=S(=O)(Nc1ccc2nc(-c3ccc(Br)o3)[nH]c2c1)c1ccccc1
43	Cn1ncc(Br)c1C(=O)NC12CC3CC(CC(C3)C1)C2
44	CC1CCN(C(=O)C2CCN(S(=O)(=O)c3cccc4nsnc34)CC2)CC1
45	COc1ccc(CNC(=O)COC(=O)C2CCC(C(C)(C)C)CC2)cc1 (stereo not drawn)
46	COc1ccc(CCN(C)CCC(=O)Nc2cc(C)ccc2C)cc1OC
47	Cc1ccc(CNC(=O)Cn2cc(C(F)(F)F)ccc2=O)cc1
screen / no.	41	42	43	44	45	46	47
TRHR ag	1.1	0.1	-0.7	0.4	-0.3	-0.7	-0.6
TRHR PAM	5	1	7	3	10	-5	3
D2 potentiator	-1	-5	2	·	16	-15	-5
D1 agonist	8	0	1	1	10	2	7
D2 ag	0.5	0.2	-1.5	0.4	-1.5	-3.3	-0.6
D1 antagonist	8	-19	7	3	-14	-25	2
RXFP1 antag	1	·	-10	-3	-21	-4	4
D1 potentiator	-7	-3	-2	-2	0	-2	-7
D2 antag	·	-34	-5	3	-7	-4	-4
